Compound activity as filed in PubChem BioAssay.
RAD54 branch: inhibitors of human RAD54 branch migration | inhibition, % at 10.4 µM | RAD54 Holliday junction branch migration, FAM/BHQ fluorescence | 360,000 compounds, 0.14% hits | AID 602329;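 active = mean normalized replicate activity at least 40 and at least half of replicates scoring 40 or more; inconclusive = only one of the two criteria met; inactive = mean below 40 and under half of replicates reaching 40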;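 note: 0% = median of neutral control wells and 100% = median of positive control wells; inhibitors cause a drop in the FAM fluorescence signal; in these data hits start at about 50%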
Target sequence (Q92698 whole entry, looked up): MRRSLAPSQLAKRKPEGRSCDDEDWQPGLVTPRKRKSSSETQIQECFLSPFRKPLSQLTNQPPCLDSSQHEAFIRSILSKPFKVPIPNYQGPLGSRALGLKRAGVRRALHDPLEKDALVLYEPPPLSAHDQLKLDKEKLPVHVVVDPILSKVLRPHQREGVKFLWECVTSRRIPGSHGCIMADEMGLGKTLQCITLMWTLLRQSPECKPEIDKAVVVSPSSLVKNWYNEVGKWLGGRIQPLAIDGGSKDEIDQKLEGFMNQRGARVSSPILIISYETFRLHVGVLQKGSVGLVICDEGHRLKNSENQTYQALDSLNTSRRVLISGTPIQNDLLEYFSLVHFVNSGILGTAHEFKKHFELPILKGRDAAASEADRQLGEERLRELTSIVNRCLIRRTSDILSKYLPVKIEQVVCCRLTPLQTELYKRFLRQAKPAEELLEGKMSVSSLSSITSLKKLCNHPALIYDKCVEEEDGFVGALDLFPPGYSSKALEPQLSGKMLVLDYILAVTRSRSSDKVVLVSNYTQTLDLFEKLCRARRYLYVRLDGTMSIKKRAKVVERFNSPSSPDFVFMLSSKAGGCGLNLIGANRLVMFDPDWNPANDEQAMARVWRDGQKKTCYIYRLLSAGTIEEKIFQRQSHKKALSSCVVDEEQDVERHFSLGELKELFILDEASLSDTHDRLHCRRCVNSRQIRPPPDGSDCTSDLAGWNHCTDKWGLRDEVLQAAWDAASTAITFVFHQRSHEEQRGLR
XiGFP reactiv: reactivates the inactive X chromosome in mouse fibroblasts; activation, % at 7.58 µM; AID 743238; 360,000 compounds, 0.055% hits; XiGFP mouse fibroblasts, % GFP-positive cells imaging, 3 d; cells co-treated with 5-aza-dC sensitizer; scaled so ellipticine positive control = 100%;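 active = mean normalized replicate activation at least 10% and every replicate at or above 10%; inconclusive = only one of the two criteria met; inactive = mean below 10% and not all replicates reach 10%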;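 note: 0% = median of on-plate neutral control wells and 100% = ellipticine 6 µM median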
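Material: SV40-immortalized XiGFP fibroblast cells, line 68-5-11 | Buffer or medium: DMEM containing 5-aza-dC | Dosing: One concentration, pinned | Times: 3 d treatment, 15 min room-temperature fixation | Controls: Ellipticine 6 µM positive control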
ERAP1 inh: blocks human ERAP1 aminopeptidase activity; Q9NZ08; recombinant ERAP1, Leu-AMC fluorescence, 60 min; inhibition, % at 10.7 µM; 340,000 compounds, 0.15% hits; AID 652197;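 active = mean replicate inhibition of at least 30%, or all replicates individually reaching that 30% level; inactive = mean below 30% and not every replicate reaching it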;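 note: 0% = neutral control wells and 100% = L-leucinethiol positive control wells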
E-selectin induc: E-selectin induction on HUVECs; HUVEC E-selectin immunofluorescence imaging; normalized: neutral wells 0, TNF-alpha wells 100; P16581; 260,000 compounds, 0.37% hits; activation, % at 7.58 µM;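 active = mean E-selectin-positive cell signal at least 10% of the positive control, reached in at least 60% of replicates, without over 20% cell loss; inconclusive = no rule given, readout overlaps actives, possibly toxicity-flagged; inactive = the rest, including those meeting only one limit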;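 note: in these data hits start at about 27%; measured in HUVEC primary endothelial cells; signal is the percent of cells scored E-selectin positive by PE staining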
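material = human umbilical vein endothelial cells (HUVEC), E-selectin induction | quantity = 3,000 cells/well | medium = EGM-2 growth medium on 0.1% gelatin-coated wells | technique = immunofluorescence imaging | read-out basis = % PE-positive cells | control set = TNF-alpha positive control, DMSO neutral control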
ERp5 block: inhibitors of human ERp5; Q15084; ERp5 insulin aggregation, absorbance 650 nm, 90 min; inhibition, % at 9.99 µM; 350,000 compounds, 0.05% hits; AID 651711;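 active = mean replicate inhibition above about 25%, with every replicate also reaching it, limit read from the data, passing the limit was not always enough; inconclusive = only one of those two criteria met; inactive = neither criterion met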
RAD52 inh: RAD52 (human) annealing inhibition; inhibition, % at 18.7 µM; P43351; AID 651710; recombinant RAD52 DNA annealing, FRET fluorescence; 360,000 compounds, 0.46% hits;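 active = every replicate showing at least 50% inhibition; inconclusive = mean inhibition at least 50% but not in every replicate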
esBAF inh: blocks esBAF chromatin remodeling in mouse ES cells; reporter increase, % at 12.5 µM; Bmi1-luciferase knock-in reporter, 24 h; 100% = twice the neutral-well signal; 350,000 compounds, 2% hits; in the data active = activation above about 40%; inconclusive = no clear call, values can overlap the other calls;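 note: 0% = median of the plate's neutral control wells and 100% = double that signal; a rise in the Bmi1 reporter signal indicates esBAF inhibition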
S100A4 inh HTS: inhibitors of human S100A4 binding to myosin IIA peptide | P26447 | S100A4/TAMRA-MyoIIA peptide fluorescence polarization | inhibition, % at 10.7 µM | 360,000 compounds, 0.14% hits | AID 652163;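 active = mean inhibition of at least 70% across replicates, with every replicate also reaching that level; inconclusive = mean inhibition reaches 70% but some replicates fall short; inactive = mean inhibition below 70%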
Target sequence (P26447 whole entry, looked up): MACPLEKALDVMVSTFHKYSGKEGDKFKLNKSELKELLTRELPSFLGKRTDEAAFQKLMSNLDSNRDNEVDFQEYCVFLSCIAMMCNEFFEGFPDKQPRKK
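System – human S100A4 monomer protein, biochemical binding assay · Buffer or medium – Calcium-containing HEPES buffer, pH 7.2 · Timing – 5 min between mix addition and reading · Also added – TAMRA-labelled myosin IIA heavy-chain peptide probe, 5 nM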
* hit, by the source's call; i = inactive; ? = inconclusive; . = not tested or not shown; & = joins results of further samples.

SMILES	RAD54 branch	XiGFP reactiv	ERAP1 inh	E-selectin induc	ERp5 block	RAD52 inh	esBAF inh	S100A4 inh HTS
O=C1NCCN(Cc2c(F)cccc2Cl)C1CC(=O)N1CCCO1 (configuration not stated)	4.3	0.0	-4.0	.	1.9	-18.8	-4.2	1.2
OC(CNCCNc1ncccc1C(F)(F)F)COc1ccc(F)cc1 (configuration not stated)	.	0.1	.	-0.1	9.7	-7.3	.	-6.1
C[C@H]1CCCCO[C@@H](CN(C)Cc2ccc3c(c2)OCO3)[C@@H](C)CN([C@@H](C)CO)C(=O)c2cc(NC(=O)Nc3ccc(C(F)(F)F)cc3)ccc2O1	-2.8	0.2	-1.0	1.7	-3.6	41.0	5.7	5.4
COc1ccc2c3c(n(C)c2c1)[C@H](CO)N(C)CC31CN(C(=O)c2cccnc2)C1	.	0.0	-42.1	-0.1	-2.0	4.1	.	57.3
CN(C)S(=O)(=O)c1ccc(C(=O)Nc2nnc(SCC(=O)N3CCOCC3)s2)cc1	6.3	0.0	-1.9	-0.1	4.0	-46.6	-5.6	2.9
COC(=O)C[C@H]1CC[C@@H]2[C@H](COc3ccc(NC(=O)c4ccc(C(F)(F)F)cc4)cc3C(=O)N2C)O1	-4.4	0.0	-2.8	-0.1	-2.1	-21.0	7.2	5.9
O=C(Cc1ccc2ccccc2c1)Nc1ccccc1Br	-0.6	0.0	-1.0	.	-4.0	-13.4	8.6	2.7
CO[C@@H]1CN(C)C(=O)c2cc(NC(=O)Nc3ccccc3)ccc2OC[C@H](C)N(C(=O)Nc2c(C)noc2C)C[C@@H]1C	-8.1	0.2	1.5	0.0	1.2	9.6	-11.1	1.2
CC(=O)O[C@@H]1C=C[C@@H](C#Cc2ccc(C(C)(C)C)cc2)O[C@@H]1COC(=O)Nc1ccccc1	.	1.0	-1.8	0.9	5.2	-15.9	.	-3.8
O=S(=O)(Nc1nc2ccccc2nc1OCC(F)(F)F)c1cccs1	.	0.0	1.0	-0.1	11.2	-20.2	-2.9	-0.1
Cc1cc([N+](=O)[O-])ccc1-c1ccc(/C=N/NC(=O)c2ccc(Br)o2)o1	-7.7	0.8	4.4	.	6.4	i	-3.4	-7.3
C[C@H](CO)N1C[C@H](C)[C@H](CN(C)C(=O)c2cnccn2)Oc2ncc(/C=C/c3ccccc3)cc2C1=O	5.4	0.4	0.0	-0.3	2.2	-5.0	-2.3	28.7
Nc1n[nH]c(N)c1N=Nc1ccccc1F	-21.9	0.1	2.4	0.1	2.4	-12.9	9.3	-4.2
CCOC(=O)NC1(Nc2ccc(C)cc2)Oc2ccccc2O1	-8.5	0.1	-0.5	0.8	5.6	3.8	-1.7	-4.5
CCOC(=O)c1c(NC(=O)c2ccccc2C(=O)O)sc2c1CCC2	4.4	-0.1	-16.0	-0.1	2.8	-4.7	-0.8	1.1
CC(C)NC(=O)N[C@H]1C=C[C@@H](CC(=O)NCCCN(C)C)O[C@@H]1CO	-3.2	0.0	0.3	0.0	1.7	-21.3	5.7	4.5
COc1ccc(C(=O)N/N=C2\CCc3ccccc32)cc1OC	.	-0.1	1.6	3.1	2.0	-11.5	.	-4.6
CCN(CCO)c1nc(NCc2ccccc2)c2cnn(C)c2n1	-5.2	0.0	0.8	.	9.2	-13.0	-1.5	-14.1
COc1cc(F)ccc1-c1csc(C(O)c2ccc(F)cc2)n1 (configuration not stated)	-20.2	0.0	0.9	-0.1	1.5	-6.4	2.9	-5.9
COc1ccc(OCC(=O)Nc2c3c(nn2-c2ccc(OC)cc2)CS(=O)(=O)C3)cc1	4.9	0.1	-7.8	-0.6	10.5	-41.5	-1.8	33.8
CC(=O)c1c2c3c(c(Br)ccc3n(C)c1=O)C(=O)c1ccccc1-2	27.9	0.1	3.3	.	0.5	-8.1	4.7	0.7
CC1Cc2ccccc2N1C(=O)c1ccc(N2CCCCC2)c([N+](=O)[O-])c1 (configuration not stated)	10.6	0.1	-1.6	.	3.4	-17.2	.	-7.4
COc1ccc(NC(=O)N(C)C[C@@H]2OCc3cnnn3CCCC(=O)N([C@H](C)CO)C[C@@H]2C)cc1	2.7&-7.0	-0.5	1.0&-0.2	0.3	4.1&-3.1	-9.4&12.2	10.3&-0.3	-4.5&-0.2
CSc1ccc(-c2cc(=O)c3ccccc3o2)cc1	1.0	.	-5.2	.	-6.4	-13.9	39.8	-6.5
COCCN(C(=O)COC(=O)c1ccccc1Oc1ccccc1)c1c(N)n(Cc2ccccc2)c(=O)[nH]c1=O	0.5	0.0	0.1	-0.5	0.6	-8.5	.	-1.7
Going on with the list:
SMILES	RAD54 branch	XiGFP reactiv	ERAP1 inh	E-selectin induc	ERp5 block	RAD52 inh	esBAF inh	S100A4 inh HTS
COc1ccc2ccccc2c1CNCc1ccc(C)cc1	-1.5	0.0	-0.2	.	3.2	8.7	-55.4	3.4
O=C(CN1c2cccc3cccc(c23)S1(=O)=O)NCc1ccc(Cl)cc1	9.0	0.5	-1.6	-0.1	-3.5	1.2	-3.6	-7.0
O=C(C1CCC1)N1CC[C@H]2[C@H](CO)Nc3ccc(C4=CCCCC4)cc3[C@H]21	.	0.2	.	0.5	7.7	-0.6	.	-0.8
CCOc1ccc(-n2c(SCC(=O)Nc3nccs3)nc3c(c2=O)SCC3)cc1	7.2	1.2	1.7	-0.4	5.9	-18.5	-12.7	1.6
COc1ccccc1C(=Cc1ccc([N+](=O)[O-])cc1)C(=O)O	.	0.8	5.1	-0.1	0.0	-2.3	.	5.2
COc1ccc(S(=O)(=O)Nc2ccc3c(c2)C(=O)N([C@@H](C)CO)C[C@H](C)[C@H](CN(C)Cc2ccccc2)O3)cc1	-14.5	-0.2	-4.3	-0.3	-4.1	14.3	2.8	60.9
Cc1ccc(NC(=O)COc2cccc3ccccc23)c(O)c1	-1.4	-0.1	-0.5	0.0	2.1	0.9	4.2	-1.2
CC=Cc1ccc2n(c1=O)C[C@H]1[C@H](CO)[C@@H](C(=O)NCCc3ccccc3)N(C(C)=O)[C@@H]21 (mixture of isomers)	4.5	0.5	-0.8	-0.1	1.1	-4.8	-4.4	-53.0
O=C(O)CN1C(=O)/C(=C\c2ccccc2OCc2ccccc2)SC1=S	6.2	0.2	22.0	1.6	-1.3	-24.3	-0.6	-2.9
O=C(Cn1cnc2c(nnn2Cc2ccccc2)c1=O)NCc1ccco1	-14.6	0.0	4.6	.	-4.0	-15.3	-9.1	-3.5
CC(C)C#Cc1cnc2c(c1)C(=O)N([C@H](C)CO)C[C@@H](C)[C@H](CN(C)Cc1cncnc1)O2	-0.7	-1.0	0.0	0.3	-0.1	13.3	-8.3	-0.3
COc1cc(/C=C2\SC(=S)N(NS(=O)(=O)c3ccc(C)cc3)C2=O)ccc1O	.	-0.1	5.3	.	-5.8	i	.	-17.6
COc1ccc(CN(C)C[C@@H]2Oc3ccc(N(C)C)cc3CC(=O)N([C@@H](C)CO)C[C@@H]2C)cc1	-20.8	0.1	-1.6	?	7.4	0.1	0.4	11.6
NC(=O)C1CCCN(CC(O)COCc2ccc(Cl)cc2)C1 (configuration not stated)	4.6	0.0	-4.7	0.2	-3.7	-0.9	12.5	1.4
CN(C)c1ccc(NC(=O)CN2CCc3ccccc3C2)cc1	-0.8	0.3	-1.3	.	3.9	-7.4	43.8*	-3.2
O=C(NCCc1ccccc1)C(=O)NCCC1CCCCN1S(=O)(=O)c1cccs1 (configuration not stated)	2.4	-0.2	-1.6	0.0	-5.3	-0.7	7.9	-16.4
CCn1c(SCC(=O)Nc2ccc(OC)c(OC)c2)nnc1-c1ccco1	.	0.0	.	.	0.7	-10.1	.	-0.6
CC(C)CC#Cc1cnc2c(c1)C(=O)N([C@H](C)CO)C[C@H](C)[C@H](CN(C)C(=O)Cc1cccnc1)O2	-1.4	-1.3	-1.1	0.2	4.7	17.0	0.7	-2.0
CN1CCCCN2[C@@H](CO)[C@@H](c3ccc(-c4ccccc4)cc3)[C@@H]2C1	3.9	0.0	-0.7	0.2	2.6	-2.1	-2.9	-30.5
O=C1CCCN1CCCNc1nc2c(S(=O)(=O)c3ccccc3)nnn2c2ccc(Cl)cc12	16.0	0.0	6.8	.	-13.6	-17.3	2.0	-6.1
S=C(Nc1ccccc1)Nc1nccs1	1.7	0.4	-0.6	0.4	0.8	-11.0	59.5*	-0.7
O=C(CCN1C(=O)/C(=C/c2ccccc2)SC1=S)NC1CCS(=O)(=O)C1 (configuration not stated)	3.7	0.0	-0.3	4.9	-1.5	-13.2	14.1	-11.0
CCOc1ccc(N(CC(=O)NCCc2ccc(C)cc2)S(=O)(=O)c2c(C)noc2C)cc1	2.4	0.0	-1.4	.	0.7	-8.1	9.0	-4.0
CCOc1ccc(S(=O)(=O)N(CC(=O)NCc2cccnc2)c2ccc(F)cc2)cc1	-4.3	0.0	1.6	.	-2.0	-8.0	-14.4	27.3
CN1CCN(C(=O)C[C@@H]2CC[C@@H]3[C@H](COC[C@@H](O)CN3C(=O)C3CC3)O2)CC1	-1.9	0.1	3.2	-0.1	-2.6	-2.6	2.4	-6.1
Next compounds follow.
SMILES	RAD54 branch	XiGFP reactiv	ERAP1 inh	E-selectin induc	ERp5 block	RAD52 inh	esBAF inh	S100A4 inh HTS
COCC#Cc1ccc([C@H]2[C@@H](CO)N3C(=O)CN(C(=O)Nc4ccccc4F)C[C@@H]23)cc1	.	0.0	-0.1	-0.2	-4.6	-20.7	.	9.2
COc1cc(C(=O)NCC2(N(C)C)CCCCC2)ccc1OCc1ccccc1	-5.0	.	-3.9	.	-0.7	6.0	-6.9	-1.1
COc1ccccc1-c1cnc2c(c1)C(=O)N([C@H](C)CO)C[C@@H](C)[C@@H](CN(C)C(=O)CN(C)C)O2	11.5	-1.1	2.9	0.3	-1.6	-11.4	3.2	-3.1
CNc1c([N+](=O)[O-])cnn1-c1ccccn1	.	0.0	1.5	0.8	-1.0	-5.8	.	3.0
CC(C)NC(=O)N[C@H]1C=C[C@@H](CC(=O)NC2Cc3ccccc3C2)O[C@@H]1CO	-13.6	0.2	2.4	-0.1	5.2	4.1	3.1	1.1
N#C/C(=C(\O)c1cc(Cl)sc1Cl)c1nc2ccccc2[nH]1	5.1	0.0	6.9	-0.2	2.9	-8.6	4.0	-0.7
C[C@H]1CN([C@@H](C)CO)C(=O)c2cc(NS(=O)(=O)c3ccccc3)ccc2O[C@@H]1CN(C)Cc1ccc(C(F)(F)F)cc1	-3.2	-0.8	-4.0	0.1	0.2	16.2	-3.0	-47.7
O=C(COc1ccccc1Br)Nc1ccc2c(c1)OCCCO2	.	0.0	-2.1	.	-0.9	-17.4	51.1*	-2.6
CCc1nnc(NC(=O)CSc2nnc(Cc3ccccc3)o2)s1	-4.3	.	4.9	.	-6.1	-12.7	0.3	10.3
CC(C)NC(=O)N1C[C@@H]2[C@H](c3ccccc31)[C@H](CO)N2C(=O)c1ccccc1F	3.7	0.0	1.7	-0.4	0.0	-10.0	-1.7	3.7
CCc1nnc(NC(=O)CCC(=O)O)s1	1.4	0.5	-5.5	0.1	-3.4	-33.5	-7.6	-3.5

Not a hit list. Share with any hit: about 2.5%.
